D2 potentiator – D2 dopamine receptor (human) potentiation. HEK293 T-REx D2, calcium flux, EC20 dopamine potentiation. potentiation, % at 10 µM. 340,000 compounds, 0.34% hits;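 active = potentiation over 3 SD above the plate norm, cut at about 30% in these data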; also: 0% is about no effect
Target sequence (P14416 whole entry, looked up): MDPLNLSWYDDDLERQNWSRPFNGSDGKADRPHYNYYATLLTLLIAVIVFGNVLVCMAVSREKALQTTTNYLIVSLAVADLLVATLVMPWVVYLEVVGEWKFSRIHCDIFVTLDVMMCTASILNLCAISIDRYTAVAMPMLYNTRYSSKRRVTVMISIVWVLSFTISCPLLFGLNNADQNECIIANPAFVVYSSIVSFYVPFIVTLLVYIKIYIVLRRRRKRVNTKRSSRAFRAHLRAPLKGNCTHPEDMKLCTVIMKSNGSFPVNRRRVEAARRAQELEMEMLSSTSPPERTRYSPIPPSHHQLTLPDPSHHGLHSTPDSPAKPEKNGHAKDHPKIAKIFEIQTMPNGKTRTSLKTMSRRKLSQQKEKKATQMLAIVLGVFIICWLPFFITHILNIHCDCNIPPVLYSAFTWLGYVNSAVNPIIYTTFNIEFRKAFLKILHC
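Tetracycline-induced HEK293 T-REx cells force-coupled to calcium signalling expressed D2; compounds were pin-added after a 10 s baseline, read kinetically 180 s, then an EC20 dopamine challenge followed with a further 180 s calcium read.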
Vif-A3G inh – inhibitors of Vif-APOBEC3G interaction. HeLa A3G-eYFP + Vif (tagged APOBEC3G with the HIV-1 protein that degrades it), YFP fluorescence, overnight. Potency, µM (highest dose often 46.1 µM), inactives show at the highest dose activity, negative = active, hits mostly inhibitors. 410,000 compounds, 0.076% hits. AID 602310;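 also: potency is read from the fitted curve at half-maximal effect; % is scaled to controls: 0 for no effect and ±100 for the full control effect; nearly all actives have a fitted effect of over 60% in size; hits raise eYFP signal because A3G escapes Vif-driven loss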
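Read-out is eYFP fluorescence (Ex 488/Em 500-530) from Vif-expressing HeLa A3G-eYFP cells; more signal means A3G escaped Vif-mediated degradation. Cells plated overnight, compound pinned in, incubated overnight at 37 deg C.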
D1 potentiator – human D1 dopamine receptor positive modulation. 360,000 compounds, 0.036% hits. HEK293 TREx D1 cells, calcium flux, dopamine EC20 potentiation. P21728. potentiation, % at 10 µM; in the data active = potentiation above about 30%; also: 0% is about no effect
Target sequence (P21728 whole entry, looked up): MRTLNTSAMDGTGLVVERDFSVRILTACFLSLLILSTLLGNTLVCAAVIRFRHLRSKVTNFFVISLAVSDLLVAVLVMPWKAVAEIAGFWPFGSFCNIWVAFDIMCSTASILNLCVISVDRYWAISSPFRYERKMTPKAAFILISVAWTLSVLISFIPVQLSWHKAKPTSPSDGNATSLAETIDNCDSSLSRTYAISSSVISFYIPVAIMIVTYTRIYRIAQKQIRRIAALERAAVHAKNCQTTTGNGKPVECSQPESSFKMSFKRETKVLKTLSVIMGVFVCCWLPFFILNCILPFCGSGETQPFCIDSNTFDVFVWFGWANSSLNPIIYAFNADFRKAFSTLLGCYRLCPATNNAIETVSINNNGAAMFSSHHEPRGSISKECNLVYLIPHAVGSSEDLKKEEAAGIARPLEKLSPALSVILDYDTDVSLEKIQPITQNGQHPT
D1 antag – human D1 dopamine receptor antagonism | HEK293 TREx D1 cells, calcium flux, dopamine EC80; hits give low values | P21728 | activity change, negative = inhibition, % at 10 µM | 360,000 compounds, 3.2% hits; in the data active = activity change below about -30%; also: % is scaled to controls: 0 for no effect and ±100 for the full control effect
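Kinetic fluorescence of a calcium dye serves as the read-out. D1-expressing Hek293 Trex cells, induced overnight at 30 C, are exposed to compound for 180 s before an EC80 dopamine addition, then read 180 s further.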
D1 agonist – human D1 receptor agonism. AID 504660. HEK293 T-REx D1 cells, calcium flux, agonist mode. P21728. 360,000 compounds, 1% hits. activation, % at 2 µM; in the data active = activation above about 30%; also: 0% is about no effect
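Tetracycline-induced HEK293 TREx D1 cells, force-coupled to calcium signalling, were dye-loaded with a no-wash calcium kit. Compound was pin-added after a 10 s baseline. Fluorescence was read kinetically at 1 cycle/s for 180 s, with calcium rises flagged as agonism.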
Vif-A3F inh – inhibitors of Vif-A3F interaction | Potency, µM (top dose mostly 46.1 µM), for inactives: at the top dose activity, negative = active | HeLa A3F-eYFP + Vif (tagged APOBEC3F with the HIV-1 protein that degrades it), YFP fluorescence increase | 390,000 compounds, 0.2% hits; also: potency is read from the fitted curve at half-maximal effect; % of control where 0% means no effect; nearly all actives have a fitted effect of over 65% in size
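HeLa cells stably expressing Vif plus C-terminally eYFP-tagged A3F were seeded, incubated overnight at 37 deg C, dosed with compound, incubated overnight again at 37 deg C. Yellow fluorescence (Ex 488/Em 500-530) reported blocked Vif-mediated A3F-eYFP degradation.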
RXFP1 antagonist – blocks the human relaxin receptor RXFP1; Q9HBX9; HEK293-RXFP1, relaxin-stimulated cAMP HTRF, 30 min; hits give low values; activity change, negative = inhibition, % at 57.5 µM; 350,000 compounds, 0.59% hits; AID 1259400;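 active = activity change of -60% or lower, but not beyond a set lower limit; inconclusive = change between -60% and -40%, or beyond the set limit; inactive = change above -40%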; also: % is scaled to controls: 0 for no effect and ±100 for the full control effect
RXFP1 agonist – activates the human relaxin receptor RXFP1 | HEK293T-RXFP1 cAMP TR-FRET, 30 min; response scale: percent of porcine relaxin response, buffer zero | Potency, µM (series often up to 57.5 µM), inactives show at the highest dose activation, actives largely listed as activators | AID 2676 | 370,000 compounds, 0.3% hits; also: potency is read from the fitted curve at half-maximal effect; % is scaled to controls: 0 for no effect and ±100 for the full control effect; nearly all actives have a fitted effect of over 60% in size; many of its hits are not listed in these tables
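Agonist response is measured as cAMP accumulation in an RXFP1-transfected HEK293T line under PDE4 inhibition. Values are scaled between buffer-only and 29 nM porcine relaxin, and EC50s come from standard Hill equation fits.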
Glioma ERSR ind – ER stress response induction in glioma; Potency, µM, for inactives: top-dose activation, hits mostly activators; U87-MG GRP78 promoter luciferase reporter, 16 h; 420,000 compounds, 0.02% hits; AID 602332; also: potency is read from the fitted curve at half-maximal effect; series mostly up to about 76 µM; % of control where 0% means no effect; nearly all actives have a fitted effect of over 35% in size
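ERSR induction read as luciferase luminescence (Bright-Glo, 10 min at room temperature) in stably transfected human U87-MG glioma cells exposed to compounds for 16 h, using GRP78 as sensor.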
Numbers without * were called inactive; ? = inconclusive; . = no result given. Unless noted, calls follow the shape of the dose curve; as a rule, active = well fitted curve in the direction sought with a large enough effect; inconclusive = small, poorly fitted or top-dose-only effect, or another doubt; inactive = no such curve, though single readings can be large; an effect the other way counts as inactive or inconclusive. These rows are one share of the data, so the mix of outcomes need not match the whole.

SMILES	D2 potentiator	Vif-A3G inh	D1 potentiator	D1 antag	D1 agonist	Vif-A3F inh	RXFP1 antagonist	RXFP1 agonist	Glioma ERSR ind
O=[N+]([O-])c1ccc(-c2nc(Cl)c3c(n2)CCCC3)o1	.	-14.4%	.	.	.	-6.5%	2.8	.	-7.8%
CCn1cc(CNC(=O)c2cc(COc3ccc(F)cc3F)on2)cn1	9.6	1.4%	-3.8	0.9	4.5	-1.3%	12.4	1.2%	1.0%
Cc1cccc(OCc2nc(-c3nonc3N)no2)c1C	-14.1	-1.3%	-6.6	-16.8	0.2	0.4%	-16.1	3.1%	4.9%
O/N=C(/c1ccc(Cl)cc1)C1CC1c1ccccc1 (stereo not given)	4.7	-13.6%	-5.8	-2.4	3.9	?	-4.9	-0.1%	7.8%
CCS(=O)(=O)N1Cc2ccccc2CC1C(=O)Nc1cc(S(C)(=O)=O)ccc1Cl (stereo not given)	3.4	-0.1%	8.2	-0.6	2.7	1.0%	4.6	1.2%	-1.1%
CCCN(C(=O)Cn1cnc2sc(C)c(S(=O)(=O)N3CCN(c4ncccn4)CC3)c2c1=O)c1cccc(C)c1	-2.7	-4.3%	0.7	2.7	-1.2	-5.9%	.	16.6%	-4.5%
CN(Cc1ccccc1)C(=O)Cn1cccc1C(=O)c1ccccc1	24.9	-0.1%	-0.1	0.8	3.7	.	-5.7	0.9%	-1.4%
O=C(COC(=O)/C=C/c1ccc(F)cc1)NCc1ccc2c(c1)OCO2	.	-0.4%	.	.	.	7.4%	-15.8	.	1.0%
COc1ccc(NC(=S)N(C)CC2COc3ccccc3O2)cc1 (stereo not given)	-19.5	-0.5%	-3.5	-4.3	1.4	-13.4%	-3.7	3.5%	-2.8%
Cc1cccc(OC(=O)c2cccnc2)c1C	-2.9	4.2%	-7.6	6.6	1.4	-1.2%	11.1	0.9%	8.0%
CCOC(=O)c1c(C)oc2nc(C)nc(NCC3CCN(Cc4cccc(C)c4)CC3)c12	-7.2	0.2%	1.8	-9.0	0.9	-4.4%	3.8	-0.3%	-0.4%
COc1ccc(S(=O)(=O)Nc2ccc(F)c(Cl)c2)cc1OC	-5.2	-0.6%	-5.8	-6.8	17.2	-10.4%	-6.8	2.4%	-1.8%
CCOC(=O)N1CCN(C(=O)COc2cccc3c2CCN(Cc2cccc(C)c2)C3=O)CC1	.	0.0%	-0.7	-3.0	2.0	-10.6%	-6.6	-0.3%	3.4%
CCCCC(=O)Nc1ccc(S(=O)(=O)Nc2nccc(C)n2)cc1	7.2	-2.0%	-5.6	-8.3	2.0	-1.3%	3.8	0.1%	-3.4%
CCc1ccccc1NC(=O)CSc1ncn[nH]1	9.8	-0.1%	-2.7	-7.9	2.4	-2.9%	1.9	-0.1%	-3.3%
CCc1ccc(C(=O)/C=C/NCc2ccc(F)cc2)cc1	-5.0	-1.9%	-3.0	-9.5	3.4	-10.6%	-7.0	0.2%	-1.4%
Cc1ccc(C)c2nc(SCC(=O)Nc3ccc4c(c3)OCO4)c(C#N)cc12	9.7	-0.2%	0.5	7.2	2.4	-3.9%	5.2	0.0%	-0.5%
CCC(C)(C)NC(=O)C(c1ccc(OC)cc1)N(C(=O)CCC(=O)Nc1cc(C)on1)c1ccc2c(c1)OCCO2 (stereo not given)	-4.3	-3.6%	-6.9	13.0	6.4	-5.2%	-2.0	3.1%	-4.2%
CC(NC(=O)CSc1nc(-c2cccc(Cl)c2)nc2cc(=O)[nH]n12)c1nc2ccccc2n1C (stereo not given)	15.5	6.6%	-0.3	-16.7	4.6	-6.7%	4.2	1.3%	-2.2%
Cc1ccc(-n2nc3c(=O)n(CCCC(=O)NCCc4ccccc4Cl)nc(C)c3c2C)cc1	9.1	-0.7%	-1.9	-25.6	4.0	10.1%	-1.0	-0.7%	2.4%
O=C(NCCc1ccc(Cl)cc1)c1ccc2nc(Cc3ccccc3)oc2c1	18.2	-2.0%	1.8	-17.2	9.5	?	-18.7	7.1%	-5.0%
COc1cc(OC)c(N2CC(C(=O)Nc3cccc(C(=O)NC4CC4)c3)CC2=O)cc1Cl (stereo not given)	.	-1.3%	-3.1	2.7	0.2	4.8%	12.2	-1.1%	-1.4%
CCOc1ccc(Oc2ccc(NC(=O)[C@@H](NC(N)=O)[C@@H](C)CC)cc2)cc1	-4.2	0.6%	0.5	5.4	5.7	0.5%	-2.0	-2.8%	-2.4%
O=C(COC(=O)c1n[nH]c2ccccc12)NCCc1ccc(Cl)cc1	10.5	2.8%	.	-30.4*	20.5	-8.7%	16.8	4.6%	-4.2%
Cc1c(C(=O)N2CCCCC2)c(S(=O)(=O)NCCc2ccc(Cl)cc2)c(C)n1C	17.7	-1.6%	-4.5	8.5	0.7	11.2%	-5.5	-2.9%	-2.3%
More entries follow.
SMILES	D2 potentiator	Vif-A3G inh	D1 potentiator	D1 antag	D1 agonist	Vif-A3F inh	RXFP1 antagonist	RXFP1 agonist	Glioma ERSR ind
CCOc1ccc(C(C(=O)NC2CCCC2)N(C(=O)CNC(=O)c2ccco2)c2cccnc2)cc1 (stereo not given)	5.6	-1.8%	-3.6	-2.9	1.3	-3.3%	8.1	2.5%	-3.7%
CO/N=C\c1cc(C(=O)c2ccc(Cl)cc2Cl)cn1C	1.8	-2.9%	-2.4	4.4	0.7	-1.2%	-9.4	-0.4%	-1.3%
Cc1cc(C)cc(NC(=O)c2cnc3sc(N4CCCC4)nn3c2=O)c1	15.3	0.9%	-4.5	-28.3	3.7	1.7%	1.7	1.5%	-2.3%
COc1ccc(CCC(=O)Nc2cc(S(=O)(=O)N3CCCCC3)ccc2N(C)C)cc1	16.0	1.5%	-4.2	2.7	1.8	2.9%	-9.8	-0.4%	-0.3%
O=C(/C=C/c1ccccc1)Nc1ccc(CN2CCOCC2)cc1	-4.9	3.6%	-4.2	8.4	2.6	1.9%	0.3	-0.4%	-0.6%
Cc1ccc(NC(=O)CN(C)S(=O)(=O)c2ccc3[nH]c4c(c3c2)CCCC4)c(Cl)c1	1.7	3.4%	-5.9	-5.1	-1.3	-7.0%	-21.2	1.3%	-2.4%
CCCCC1(O)CC(C(F)(F)F)=NN1C(=O)COc1ccccc1 (stereo not given)	-1.2	-1.7%	-6.1	2.3	3.1	-6.3%	-15.0	2.3%	1.1%
Fc1ccccc1CNc1ccc(Cl)cc1	5.0	-0.2%	-2.0	2.1	3.5	4.1%	-10.8	0.2%	5.6%
CC(=O)N1CCc2cc(Br)cc(S(=O)(=O)NCCN3CCCCC3C)c21 (stereo not given)	19.6	3.0%	-2.9	7.4	-0.5	9.0%	-9.0	0.2%	-3.6%
CCCc1cc(=O)oc2cc(OCc3cccc(OC)c3)c(Cl)cc12	-3.2	-4.6%	-7.0	-7.9	2.7	9.7%	-13.8	3.2%	-1.6%
C/C(CC(=O)Nc1ccc(C)c(Cl)c1)=N\NC(=O)c1cccc(O)c1	-1.4	-0.6%	-1.3	0.1	0.7	8.7%	-24.7	-3.2%	2.7%
CCN(Cc1ccc(C#CCCO)cc1)CC1CCCN(CCc2cccc(OC)c2)C1 (stereo not given)	6.0	3.7%	-9.6	13.2	9.4	4.4%	0.6	-1.5%	-2.0%
O=C(NCc1ccco1)c1nnc(Cc2ccc(Cl)cc2)o1	4.4	5.7%	.	20.6	5.4	1.7%	.	1.0%	1.0%
CCOc1ccccc1Nc1nnc(-c2cc3cc(OC)ccc3oc2=O)s1	-11.5	-15.8%	-2.6	-15.4	56.4*	7.08µM*	1.6	1.2%	2.8%
Cc1ccc(C(=O)O/N=C(/c2nonc2N)N(C)C)cc1	-9.6	-5.0%	-9.0	-9.0	2.0	-0.9%	1.7	1.7%	-4.1%
Fc1cc(Br)ccc1NC(=S)Nc1cccnc1	5.0	-0.3%	-10.3	-8.0	0.1	16.6%	2.6	0.0%	3.3%
Cc1ccc(NC(=O)c2ccc(NC(=O)N3CCSc4nc(C)cc(C)c43)cc2)c(Cl)c1	0.7	-0.4%	-2.1	-17.0	2.3	-5.2%	-2.7	22.4%	-5.4%
Cc1ccsc1/C=N/NC(=O)c1ccc2c(c1)OCCO2	9.0	-5.1%	-7.7	-10.2	0.8	1.5%	-1.7	2.0%	-15.8%
CSc1ccc(CNCC2CCCO2)cc1 (stereo not given)	6.5	5.3%	-2.0	3.0	0.8	1.1%	-3.5	-1.6%	0.3%
COc1ccccc1N1CCN(C(=O)C(C)N(c2ccccc2)S(C)(=O)=O)CC1 (stereo not given)	1.7	-1.8%	-6.3	15.3	1.7	3.6%	-4.0	-0.6%	-1.1%
COc1cc(CN2CCNC(=O)C2CC(=O)NC2CCCCC2)cc(OC)c1 (stereo not given)	-4.7	1.6%	0.7	11.8	4.9	-5.7%	0.4	-1.2%	-3.0%
CC(C)CCNC(=O)CN(Cc1ccccc1Cl)C(=O)CCC(=O)Nc1ccccn1	.	-0.4%	-8.3	8.4	-0.3	-4.3%	-1.3	1.4%	-3.8%

Part of the list above, with each value named:
mol: COc1cc(CN2CCNC(=O)C2CC(=O)NC2CCCCC2)cc(OC)c1 (stereo not given)
  D2 potentiator: -4.7; Vif-A3G inh: 1.6%; D1 potentiator: 0.7; D1 antag: 11.8; D1 agonist: 4.9; Vif-A3F inh: -5.7%; RXFP1 antagonist: 0.4; RXFP1 agonist: -1.2%; Glioma ERSR ind: -3.0%
mol: CCCc1cc(=O)oc2cc(OCc3cccc(OC)c3)c(Cl)cc12
  D2 potentiator: -3.2; Vif-A3G inh: -4.6%; D1 potentiator: -7.0; D1 antag: -7.9; D1 agonist: 2.7; Vif-A3F inh: 9.7%; RXFP1 antagonist: -13.8; RXFP1 agonist: 3.2%; Glioma ERSR ind: -1.6%
mol: CCOc1ccc(C(C(=O)NC2CCCC2)N(C(=O)CNC(=O)c2ccco2)c2cccnc2)cc1 (stereo not given)
  D2 potentiator: 5.6; Vif-A3G inh: -1.8%; D1 potentiator: -3.6; D1 antag: -2.9; D1 agonist: 1.3; Vif-A3F inh: -3.3%; RXFP1 antagonist: 8.1; RXFP1 agonist: 2.5%; Glioma ERSR ind: -3.7%
mol: Cc1ccc(NC(=O)c2ccc(NC(=O)N3CCSc4nc(C)cc(C)c43)cc2)c(Cl)c1
  D2 potentiator: 0.7; Vif-A3G inh: -0.4%; D1 potentiator: -2.1; D1 antag: -17.0; D1 agonist: 2.3; Vif-A3F inh: -5.2%; RXFP1 antagonist: -2.7; RXFP1 agonist: 22.4%; Glioma ERSR ind: -5.4%

High-throughput results as filed in PubChem BioAssay.
